Screening results from PubChem.
STEP inh: blocks human striatal-enriched tyrosine phosphatase | P54829 | recombinant STEP, OMFP fluorogenic substrate, fluorescence | inhibition, % at 20 µM | actives 0.25% (n = 360,000) | AID 588621;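 active means inhibition at 20 µM, scaled per plate between control wells, above about 37%, limit read from the data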;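 further: 0% = DMSO with enzyme and substrate and 100% = substrate only without enzyme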
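System: STEP (striatal-enriched tyrosine phosphatase) enzyme, cell-free; medium: Bis-Tris pH 6.0 buffer with DTT, detergent; dosing: 20 µM, 1% DMSO; times: reaction 20 min, ambient temperature; detection: fluorescence, 480/540 nm; read-out basis: normalized % inhibition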
MsrA inhibitor: bovine MsrA inhibition | purified bovine MsrA, absorbance read-out | inhibition, % at 15.5 µM | actives 0.75% (n = 360,000) | AID 651718; in the data active means inhibition above about 4.5%;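 further: 0% = vehicle wells with enzyme and 100% = reference inhibitor wells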
Rpn11 inh: inhibitors of human proteasome Rpn11. O00487. human 26S proteasome, Ub4-pepOG fluorescence polarization; 20S core pre-blocked with epoxomicin. calls only at 20 µM. actives 0.59% (n = 360,000);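 active means inhibition at 20 µM, scaled to each plate's controls, above about 33%, limit read from the data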
Scp-1 inhibitor: Scp-1 (human) phosphatase inhibition. inhibition, % at 20 µM. actives 0.88% (n = 340,000). Q9GZU7. Recombinant Scp1, phosphopeptide, malachite green phosphate absorbance;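 active means inhibition above about 50% at 20 µM, limit read from the data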;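 further: plate controls were DMSO wells with enzyme for no effect and wells lacking enzyme for full effect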
Target sequence (Q9GZU7 76-261 limits assumed): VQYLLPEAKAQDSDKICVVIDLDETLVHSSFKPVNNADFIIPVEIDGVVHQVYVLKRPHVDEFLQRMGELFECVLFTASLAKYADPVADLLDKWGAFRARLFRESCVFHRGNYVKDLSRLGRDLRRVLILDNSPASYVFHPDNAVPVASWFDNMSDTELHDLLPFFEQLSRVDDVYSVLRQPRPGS
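Assay system: SCP-1 catalytic fragment, aa 76-261 | Buffer or medium: Tris acetate buffer pH 5.5 with MgCl2 and Tween-20 | Compound: One concentration, 20 µM, with 1.0% DMSO | Also added: Phospho 17-mer peptide substrate | Signal: Absorbance at 630 nm | Incubation: 45 min enzyme reaction at room temperature | Measure: % inhibition of SCP-1 phosphate liberation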
TbMetRS inhib: blocks T. brucei methionyl-tRNA synthetase activity; purified T. brucei MetRS, ATP depletion, Kinase-Glo luminescence; inhibition, % at 11.9 µM; actives 0.4% (n = 360,000); AID 624268;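 active means inhibition above a per-plate cutoff of the control wells' mean inhibition plus 3 SD, cut at about 5.5% in these data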;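 further: 0% = DMSO wells median and 100% = median of wells with control inhibitor compound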
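Material – parasite MetRS enzyme · Medium – HEPES-MgCl2-KCl buffer plus DTT, spermine, BSA, pyrophosphatase · Reagent – ATP, methionine and E. coli bulk tRNA substrates · Times – 15 min enzyme-compound preincubation, 2 h reaction, 10 min detection, 25 °C · Measured by – luminescence of leftover ATP · Evaluation – percent inhibition relative to median high and low control wells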
CSN inh: inhibitors of human CSN-mediated cullin deneddylation; Q92905; Purified CSN, SCF-Nedd8-OG deneddylation, fluorescence polarization; inhibition, % at 12.5 µM; actives 0.38% (n = 360,000);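 active means pattern-corrected inhibition above about 35%, with an unprinted fluorescence ratio check between 0.5 and 1.5, limit read from the data, passing the limit was not always enough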;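 further: 0% = enzyme with substrate and 100% = substrate without enzyme; some results filed as inactive read as strong as hits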
Target sequence (Q92905 whole entry, looked up, one chain of several): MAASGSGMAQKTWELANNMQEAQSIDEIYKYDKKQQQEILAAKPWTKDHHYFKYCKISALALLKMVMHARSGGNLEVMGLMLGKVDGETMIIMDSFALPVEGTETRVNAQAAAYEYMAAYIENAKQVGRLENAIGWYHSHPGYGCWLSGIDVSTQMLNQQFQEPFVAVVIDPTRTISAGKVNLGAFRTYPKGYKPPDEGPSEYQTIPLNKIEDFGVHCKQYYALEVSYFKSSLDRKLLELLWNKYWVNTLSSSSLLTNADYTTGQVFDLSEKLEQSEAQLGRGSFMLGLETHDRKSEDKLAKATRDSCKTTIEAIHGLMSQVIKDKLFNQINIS
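Test system: Human Csn5 produced in HEK293T cells | Compound: 12.5 µM single point | Times: 90 min, room temperature | Signal: Fluorescence polarization readout | Read-out basis: % inhibition of substrate cleavage by Csn5 | Controls: no-enzyme wells high, enzyme-with-substrate wells low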
SUMO1-SIM PPI: SUMO1-SIM interaction modulation. P63165. SUMO1 binding to a labelled peptide, TR-FRET, 1 h. inhibition, % at 20 µM. actives 0.33% (n = 360,000); in the data active means inhibition above about 37%
Target sequence (P63165 whole entry, looked up): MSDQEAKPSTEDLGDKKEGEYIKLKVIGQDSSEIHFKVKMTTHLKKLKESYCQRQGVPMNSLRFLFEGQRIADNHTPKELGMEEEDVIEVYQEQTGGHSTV
DNMT1 block: DNMT1 (human) enzyme inhibition; P26358; DNMT1 molecular beacon, Hinp1I cleavage, fluorescence; inhibition (reported as % activation of signal), % at 10 µM; actives 0.83% (n = 360,000); AID 588458; in the data active means inhibition above about 50%
LMPTP inh: blocks human LMPTP phosphatase; P24666; recombinant LMPTP-A, OMFP fluorogenic substrate, fluorescence intensity; inhibition, % at 20 µM; actives 0.22% (n = 360,000); AID 651560;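 active means compounds that cut the enzyme signal by at least half of the control window in the single-dose screen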;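 further: plate controls were DMSO wells with enzyme plus substrate for no effect and substrate without enzyme for full effect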
Target sequence (P24666 whole entry, looked up): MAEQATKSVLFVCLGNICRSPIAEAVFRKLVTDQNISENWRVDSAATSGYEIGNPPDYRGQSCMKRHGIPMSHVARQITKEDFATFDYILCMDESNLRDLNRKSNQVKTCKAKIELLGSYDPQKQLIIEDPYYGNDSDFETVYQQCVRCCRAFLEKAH
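Test system – LMPTP-A phosphatase enzyme · Quantity – 0.625 nM LMPTP-A final · Reagent – OMFP substrate, 400 µM final · Dosing – one test concentration per compound, 20 µM, with 3% DMSO overall · Timing – 50 min enzyme reaction at room temperature, protected from light · Detection – fluorescence intensity · Controls – substrate-only low control, DMSO enzyme-plus-substrate high control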
NadD inh: inhibitors of Staphylococcus aureus NadD; inhibition, % at 20 µM; purified NadD enzyme, colorimetric absorbance read-out; actives 0.78% (n = 360,000); AID 602399; in the data active means inhibition above about 26%; further: some compounds past the cut are filed as inactive
* marks the source's active call; other numbers are inactive results; i = inactive; . = not tested or not shown.

smiles	MsrA inhibitor	SUMO1-SIM PPI	Rpn11 inh	STEP inh	NadD inh	DNMT1 block	Scp-1 inhibitor	TbMetRS inhib	LMPTP inh	CSN inh
O=CNc1cc(-c2ccsc2)cn2c(-c3ccccc3)cnc12	0.7	-4.9	i	-0.5	3.1	-10.6	.	-0.1	1.1	9.3
COc1ccc2c(c1)[n+](=O)c(C(C)=O)c(C)n2[O-]	0.0	-11.5	i	0.5	-0.2	0.2	-4.8	0.2	0.0	-0.4
COc1ccc(C(=O)NCCc2c[nH]c3ccccc23)cc1	0.8	3.7	i	3.8	1.9	0.1	-5.0	-0.6	-0.1	-2.8
O=C(N/N=C/c1coc2ccccc2c1=O)c1cn(-c2ccccc2)nc1-c1ccc(F)cc1	-0.7	5.7	i	8.4	33.6*	59.5*	-7.1	-1.0	0.3	1.8
O=C1CCN(CCc2ccccc2)CCN1[C@H](COc1ccccc1)Cc1ccccc1	0.1	-0.9	i	-1.6	-3.0	-1.9	6.1	-0.1	0.9	3.6
O=C(Nc1ccc(Cl)cc1)C1CCN(C(=O)NC2CCCCC2)CC1	-1.0	-5.3	i	-0.4	-1.3	-0.7	-6.9	-0.5	1.2	5.4
O=C(Nc1cccc2ccccc12)C1CCCC1	0.1	-3.4	i	0.4	-1.3	0.5	-6.2	0.0	-1.9	3.7
COC1OC(c2ccccc2)=C(c2ccc(C(N)=O)cc2)c2ccc(F)cc21 (centres undefined)	1.5	7.0	.	.	-0.3	.	.	-1.0	0.1	-4.0
CCc1ccc(NC(=O)COc2coc(CN3CCN(c4ccccc4)CC3)cc2=O)cc1	-0.4	5.6	i	0.1	-7.0	0.2	-3.8	-0.5	0.1	3.6
COCCN(CC(=O)Oc1ccccc1P(=O)(OC)OC)Cc1ccccc1	-0.3	0.1	i	-3.6	-2.5	0.5	-1.9	0.0	0.8	-3.1
COc1cccc(NC(=O)N2CCC(N3CCCCC3)CC2)c1	-0.4	3.4	i	-3.6	-2.5	1.0	-0.3	-2.2	-2.7	-2.3
COc1cc(C(=O)N2CCCCC2c2cc(C(=O)Nc3ccccc3)no2)cc(OC)c1C (centres undefined)	1.7	3.4	i	3.3	-2.6	-5.9	.	-0.4	2.2	0.5
Cc1cc(Br)c2c(c1)/C(=C/C(=O)c1cccs1)C(=O)N2	-0.5	-4.1	i	0.4	9.0	0.4	-13.0	0.4	0.7	-8.9
O=C(N/N=C\c1cccs1)c1sccc1-n1cccc1	4.1	1.1	i	-2.2	-4.1	0.6	-5.5	-0.4	-0.6	-1.2
COc1ccc(NC(=O)C(Cc2ccccc2)n2cccc2)c(OC)c1 (centres undefined)	-0.1	-3.7	i	0.1	-10.5	-0.2	-11.3	-0.1	2.2	1.0
CC(C)CNC(=O)[C@@H]1CSC2c3ccccc3C(=O)N21 (some centres undefined)	1.3	-2.8	i	-0.2	-2.4	0.2	-9.0	-0.3	-0.9	6.5
CCOC(=O)[C@]12CCCC=C1N(CCC1=CCCCC1)C(=O)[C@H](CC(=O)NCCc1ccccc1OC)C2	1.5	0.5	.	.	.	.	.	-0.2	5.0	0.8
C#CCNC(=O)C1=C[C@H](c2ccc(C(F)(F)F)cc2)C[C@H](OCCCCO)O1	0.9	5.5	i	1.6	2.7	-21.9	-10.3	-0.3	0.1	4.6
CC(C)(C)Cc1nnc(NC(=O)Cc2cccs2)s1	1.7	3.0	i	8.4	0.5	55.9*	57.7*	-0.2	21.0	17.7
C=CCn1cccc(C(=O)Nc2ccc(C)c(C)c2)c1=O	2.5	0.0	i	-1.4	-7.1	2.3	-18.9	-1.4	-0.3	-0.2
C[C@@H]1CN([C@H](C)CO)C(=O)c2cc(Br)cnc2O[C@@H]1CN(C)C(=O)Nc1cccc(F)c1	1.0	0.3	i	0.7	0.9	1.1	.	-2.0	-0.8	-1.0
CC1(C)C2CC=C(/C=N/NC(=O)c3ccccc3O)C1C2 (centres undefined)	3.2	-3.0	i	0.3	2.1	0.0	-6.7	0.2	-1.2	1.9
Cn1cc(CN2CCC(C(=O)N3CCCCC3)CC2)c(-c2ccccc2F)n1	0.1	0.8	i	-6.2	-1.1	4.8	1.9	-1.6	-0.4	-6.1
CCc1ccc(NC(=O)C2CCN(S(=O)(=O)c3ccc4[nH]c(=O)ccc4c3)CC2)cc1	0.1	-5.0	i	-1.8	6.5	5.8	-4.1	0.5	0.6	-2.4
CCOc1cc(C=O)ccc1OCc1cc(=O)n2cc(C)ccc2n1	-0.6	-15.1	i	0.6	-2.2	-3.6	-0.3	-1.2	0.8	3.2
CC1(C(=O)NS(=O)(=O)Cc2ccccc2C(F)(F)F)CCN1C(=O)c1cccc(F)c1 (centres undefined)	1.0	-1.7	i	-2.7	-0.4	3.3	.	-0.1	-2.2	0.5
O=C(c1cn(-c2ccccc2)nc1-c1cccnc1)N1CCN(S(=O)(=O)c2ccccc2F)CC1	-0.2	-3.1	i	-0.3	4.5	-1.3	3.2	-0.4	0.5	-2.6
CC(C)(C)OC(=O)N1CCC(c2c(C(=O)N3CCN(C(=O)c4ccco4)CC3)cnn2-c2ccc(F)cc2)CC1	-0.1	0.8	i	-1.3	0.8	3.0	-2.2	-0.4	-1.2	6.0
O=C(COC(=O)C1CCCC1)NCc1ccc(Cl)cc1	0.1	-5.1	i	-3.7	2.3	-3.7	8.6	-1.2	0.0	8.3
CN(C)c1cc(-c2ccc([N+](=O)[O-])cc2)oc(=O)c1Cl	-1.0	-27.1	i	19.2	-2.2	7.5	33.6	2.2	0.7	-3.2
CCOC(=O)c1c(C)[nH]c(C)c1C(=O)COC(=O)/C=C/c1ccccc1[N+](=O)[O-]	1.4	-33.2	i	2.4	-12.5	-6.3	-14.3	-0.6	1.3	-3.0
COc1ccc(C2C(C#N)=C(N)Oc3cc(N)ccc32)cc1OC (centres undefined)	0.2	-12.8	i	-2.7	5.5	-26.5	-10.8	1.8	-0.9	4.6
O=C(CN1C(=O)C2(OCCCO2)c2ccccc21)NCCc1ccccc1	-1.5	0.1	i	-1.2	-6.4	1.8	-1.1	-0.2	1.4	2.8
O=C(OCC(=O)N1CCCc2ccccc21)c1ccc(S(=O)(=O)C(F)F)cc1	0.1	-1.0	i	0.7	-2.7	1.2	-4.0	-0.3	0.1	3.5
Nc1nc(NCCOCCO)nc(N2CCCCCC2)c1[N+](=O)[O-]	2.2	-0.8	i	4.0	-5.6	-2.2	-3.0	-0.9	1.8	0.8
COCCNC(=O)c1cc(-c2ccc(-c3ccccc3)cc2)nc2ccccc12	1.2	-7.9	i	2.8	0.9	-8.0	0.4	-0.1	2.9	-3.4
CCN(CC)S(=O)(=O)c1ccc(N(C)C)c(NC(=O)CC(NC(C)=O)c2ccccc2)c1 (centres undefined)	.	3.1	i	-1.6	-2.0	-2.2	-6.5	-0.2	-0.7	-8.6
COc1cc(NC(=O)c2oc3ccccc3c2C)ccc1NC(=O)c1ccco1	3.4	1.9	i	7.3	2.0	1.1	21.2	-0.3	4.1	3.3
COC(=O)c1ccc(SC)cn1	1.1	-4.7	i	-0.3	-0.5	5.9	-7.0	-0.3	-0.2	-2.8
CC#CC(=O)N1CCC(n2nccc2NC(=O)CCc2ccccc2)CC1	-0.1	2.8	i	-3.2	-4.6	1.2	.	0.0	-1.5	-1.0
Cc1ccc(C)c(CSc2ccc3nnc(-c4ccccn4)n3n2)c1	0.3	-1.1	i	4.2	15.4	0.6	-0.7	-0.5	1.2	-1.9
CC(C)(C)c1cc(C(=O)C[n+]2ccc(C(=O)NCCCO)cc2)cc(C(C)(C)C)c1O	0.4	-33.4	i	-2.0	-11.9	0.6	-9.0	-1.0	-1.3	4.4
N#CC(C(N)=O)=C1CCCCC1	1.0	2.7	i	-0.9	4.1	-5.7	0.4	0.2	0.3	-6.4
O=C(NCc1ccccc1)C1c2ccccc2OCC(=O)N1CC(F)(F)F (centres undefined)	-0.5	3.6	.	.	4.0	.	.	-0.1	-0.5	2.8
CC1CCCCC1NC(=S)Nc1cccc(S(=O)(=O)N(C)C)c1 (centres undefined)	-0.4	-0.5	i	-1.8	-1.9	-4.0	-0.4	1.6	-1.4	1.9
CCOC(=O)c1ccc2c(c1)C(=O)N(C1CCCCC1)C2=O	-0.3	-16.1	i	0.6	-2.6	-1.6	-17.1	-0.4	1.3	-6.6
CCCCCC(=O)N1C[C@H](n2cc(COC(=O)c3ccccc3)nn2)[C@@H](O)C[C@@H]1c1ccc(C)cc1	-0.5	4.7	i	-0.5	-5.0	-21.5	.	0.5	3.0	-3.8
